# zfTRPN1 agonist = activates the zebrafish TRPN1 channel. HEK293 zebrafish TRPN1-YFP, Fluo-8 calcium fluorescence; 100% = response to 87 µM carbachol. activation, % at 3 µM. hit rate 0.18% among 220,000. AID 1424;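 active = activation above its plate's cutoff, the mean activation of test wells on that plate plus 3 SD, cut at about 19% in these data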;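 note: 0% = DMSO alone and 100% = 87 µM carbachol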
#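 Material: zebrafish TRPN1-YFP in HEK293 cells. Doses: one dose of 3 µM, 0.3% DMSO. Incubation: dye 1 h 37 °C plus 30 min RT. Measured by: intracellular calcium fluorescence with Fluo-8.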
# 14-3-3 Bad PPI = disrupts binding of bovine 14-3-3 zeta to phospho-Bad peptide; TR-FRET 14-3-3zeta/Dy647-pBad peptide displacement, 1 h; hit rate 0.71% among 220,000; inhibition, % at 21.7 µM; AID 781;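 active = inhibition above about 70%, limit read from the data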;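 note: 0% = full 14-3-3 plus peptide FRET controls and 100% = background without 14-3-3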
# Target sequence (P63103 whole entry, looked up): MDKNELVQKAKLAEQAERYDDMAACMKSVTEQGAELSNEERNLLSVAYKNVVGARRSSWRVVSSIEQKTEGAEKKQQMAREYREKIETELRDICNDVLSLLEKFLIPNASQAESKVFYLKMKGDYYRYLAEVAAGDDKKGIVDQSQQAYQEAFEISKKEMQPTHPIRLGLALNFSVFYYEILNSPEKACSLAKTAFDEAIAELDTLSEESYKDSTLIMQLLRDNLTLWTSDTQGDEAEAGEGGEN
# PPC-1+TRAIL kill = kills PPC-1 cancer cells in the presence of TRAIL | hit rate 0.41% among 220,000 | cell killing (% activity), % at 4 µM | PPC-1 cells + TRAIL, ATPLite viability luminescence | AID 1443;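 active = cell killing above 50% in the first pass at 4 µM, then a duplicate retest at 5 µM averaging 50% or more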;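 note: plate controls were cells with TRAIL plus DMSO for no effect and medium-only wells lacking cells for full effect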
# EP2 modulator = modulates human prostaglandin E2 receptor EP2 signaling; EP2-expressing cells, cAMP HTRF FRET, PGE2 co-stimulation; induction, % at 25 µM; hit rate 0.83% among 260,000;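 active = compounds whose cAMP rise, as percent of the full-agonist control response, exceeds 60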;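 note: rat C6 glioma line stably carrying human EP2 under a CMV promoter; the protocol text gives 20 µM as final concentration; 100% = response of wells given 1 µM PGE2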
# Target sequence (P43116 whole entry, looked up): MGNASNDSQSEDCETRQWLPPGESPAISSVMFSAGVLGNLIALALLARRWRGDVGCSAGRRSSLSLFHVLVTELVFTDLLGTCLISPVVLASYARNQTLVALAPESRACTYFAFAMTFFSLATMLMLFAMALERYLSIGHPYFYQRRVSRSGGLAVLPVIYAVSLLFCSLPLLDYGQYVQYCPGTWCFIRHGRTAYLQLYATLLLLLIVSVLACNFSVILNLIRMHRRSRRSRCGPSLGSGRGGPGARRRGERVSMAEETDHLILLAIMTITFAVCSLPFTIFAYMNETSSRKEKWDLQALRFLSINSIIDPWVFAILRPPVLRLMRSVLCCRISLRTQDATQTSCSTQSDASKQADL
# NPY Y1 blocker = antagonists of human neuropeptide Y receptor Y1. P25929. HEK293-CNG Y1 cells, membrane potential fluorescence; NPY at EC95, then isoproterenol. inhibition, % at 3.6 µM. hit rate 1% among 200,000;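 active = inhibition above the campaign mean inhibition of all tested compounds plus 3 SD, cut at about 20% in these data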;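 note: 0% = DMSO wells given NPY plus isoproterenol and 100% = isoproterenol alone without NPY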
# Target sequence (P25929 whole entry, looked up): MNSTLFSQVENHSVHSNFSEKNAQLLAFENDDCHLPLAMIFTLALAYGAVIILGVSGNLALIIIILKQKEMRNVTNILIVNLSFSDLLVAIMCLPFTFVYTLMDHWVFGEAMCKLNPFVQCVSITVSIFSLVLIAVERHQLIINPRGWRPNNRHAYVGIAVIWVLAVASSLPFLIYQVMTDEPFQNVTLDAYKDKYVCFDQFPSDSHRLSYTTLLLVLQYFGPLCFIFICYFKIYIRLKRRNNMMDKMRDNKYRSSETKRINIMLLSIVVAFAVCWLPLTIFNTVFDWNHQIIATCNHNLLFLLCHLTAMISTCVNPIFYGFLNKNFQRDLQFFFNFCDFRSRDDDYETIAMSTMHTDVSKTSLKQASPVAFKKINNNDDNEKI
#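 Assay system: HEK293 Y1/CNG channel cell line; Doses: single compound dose of 3.6 µM, 0.4% DMSO; Timing: dye 3 h, compound 60 min room temperature, stimulation 45 min; Technique: Membrane-potential fluorescent dye readout; Measure: % inhibition of NPY effect.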
# EP2 antag = inhibitors of human EP2 prostaglandin E2 receptor | C6 glioma cells expressing human EP2, cAMP TR-FRET; cells stimulated with saturating PGE2 | P43116 | inhibition, % at 25 µM | hit rate 0.52% among 260,000;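 active = percent inhibition above 40 after rounding to a whole number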;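 note: rat C6 glioma host cells with rolipram phosphodiesterase inhibitor present; the protocol text gives 20 µM as final concentration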
# TRPML3 agonist = activates the human TRPML3 channel. Q8TDD5. HEK293 TRPML3-YFP, Fluo-8 calcium fluorescence; 100% = the carbachol control signal. activation, % at 3 µM. hit rate 0.29% among 220,000. AID 1448;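 active = activation above its plate's cutoff, the mean activation of the plate's test wells plus 3 SD, cut at about 12% in these data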;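 note: 0% = DMSO only wells and 100% = carbachol wells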
#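 Material: TRPML3-YFP stable HEK293 cells | Dosing: One concentration, 3 µM nominal, 0.3% DMSO | Timing: 125 s total fluorescence read per well | Technique: Fluo-8 calcium dye fluorescence, ex 470-495, em 515-575 nm | Measure: Percent activation from peak-to-basal fluorescence ratio, scaled between DMSO and carbachol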
# CHOP inh = CHOP inhibition in unfolded protein response | CHO-K1 CHOP-promoter luciferase, tunicamycin-induced, 15-18 h | AID 2732 | hit rate 3.8% among 220,000 | inhibition, % at 10 µM;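 active = compounds that reduced the stress-induced luciferase reporter signal by more than about 70% of percent inhibition, limit read from the data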;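 note: 0% = tunicamycin plus vehicle and 100% = wells without tunicamycin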
# NPY-Y1 PAM-ag = potentiators or agonists of human neuropeptide Y receptor Y1. P25929. NPY-Y1 expressing cells, potentiator/agonist activation. activation, % at 3.6 µM. hit rate 0.37% among 220,000. AID 1304; in the data active = activation above about 33%, passing the limit was not always enough;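 note: cells stimulated with NPY at EC10 then isoproterenol at EC100; 0% = low agonist plus stimulus and 100% = saturating agonist plus stimulus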
# An asterisk follows results filed as active; / = no result given; & = joins results of further samples; [ ] = dose if it differs, or a comment.
mol	CHOP inh	EP2 antag	NPY Y1 blocker	TRPML3 agonist	NPY-Y1 PAM-ag	PPC-1+TRAIL kill	14-3-3 Bad PPI	EP2 modulator	zfTRPN1 agonist
CCCSc1cc(NCCOC(C)=O)c([N+](=O)[O-])c2nonc12	20	3	6	1.2	-31	11	15	-2	0.5
S=c1[nH]nc(C2CCCCC2)n1Cc1ccccc1	33	10	1	-0.3	19	26	-9	58	-2.2
O=C1CC(N2CCN(c3cccc(C(F)(F)F)c3)CC2)C(=O)N1c1ccccc1 (configuration not stated)	68	6	0	0.3	3	3	-4	-8	1.2
O=C1COc2ccc(C(=O)COc3ccc([N+](=O)[O-])cc3)cc2N1	5	10	/	0.8	8	14	0	5	-0.7
O=C(C1CC1)N1CCc2cc(S(=O)(=O)NCC3COc4ccccc4O3)ccc21 (configuration not stated)	19	/	9	2.9	-15	6	3	-23	7.1
NC(=O)CC(NC(=O)Cc1cccc2ccccc12)c1ccc(NCc2ccc(F)cc2)c([N+](=O)[O-])c1 (configuration not stated)	105*	5	/	/	/	1	10	-1	/
Cn1c(SCC(=O)NC(c2ccccc2)c2ccccc2)nnc1-c1cccs1	21	10	10	-0.7	-25	14	-5	13	-1.4
CCOC(=O)c1nnn(CC(=O)Nc2cccc(OC)c2)c1C(=O)OCC	-2	20	9	0.6	-8	6	-4[fluorescence artefact?]	4	1.8
COc1ccc(Br)cc1C(=O)N/N=C/c1ccc([N+](=O)[O-])cc1	100*	8	-5	2.8	-5	3	15	-1	0.5
Cc1ccc2c(c1)c1c3n2CCN=C3CCC1	21	11	1	0.3	-7	5	0	9	1.2
CCc1noc(C)c1C(=O)Nc1nc(-c2ccc(Cl)cc2Cl)cs1	73*	8	6	0.7	-12	5	-12	-24	-0.5
C#CCSC1=C(C#N)C(c2cccs2)C(C(=O)OCC)=C(C)N1 (configuration not stated)	37	2	6	-0.1	-2	7	-19[fluorescence artefact?]	-8	-0.9
O=C(Nc1cnn(Cc2ccccc2)c1)c1nc2ncccn2n1	-9	16	6	0.9	-11	8	-2	18	1.5
COc1ccc([N+](=O)[O-])cc1N(CC(=O)NCC1CCCO1)S(C)(=O)=O (configuration not stated)	-3	3	-4	0.1	-13	10	4	10	0.2
CC(=O)/C(N=Nc1cc2c(cc1[N+](=O)[O-])OCCO2)=C(\C)O	-9	10	-1	1.0	-6	-4	5	4	-0.5
Cc1cc(C(=O)OC(C)C(=O)Nc2nc(-c3ccccc3)cs2)c(C)o1 (configuration not stated)	45	5	5	0.8	-15	0	-1	8	-1.5
CC(C)CCNC(=O)c1ccc(C2SCC(=O)N2Cc2ccco2)cc1 (configuration not stated)	10	13	4	-0.3	9	28	-20[fluorescence artefact?]	-38	-0.9
COc1cc(-c2nc(CN(C)Cc3nnc(C)o3)c(C)o2)ccc1F	-5	7	6	0.4	7	17	3	18	1.6
CCOC(=O)c1c(C)n(C)c2cc([N+](=O)[O-])c(O)c([N+](=O)[O-])c12	-3	5	/	0.6	-15	3	-6	9	0.4
Cc1ccc(CN=C2Nc3ccccc3CS2)cc1	41	4	3	0.1	-10	34	-1[fluorescence artefact?]	-6	-1.2
COc1ccccc1Oc1ccc2c(c1)C(=O)N(c1cccc(O)c1)C2=O	90*	-5	13	0.5	4	-14	-8	-35	1.6
Cc1ccc(C(C)C)c(OCc2ccc(C(=O)N/N=C/c3ccc(C(=O)O)cc3)cc2)c1	97*	3	/	0.6	-7	13	-3	21	3.5
Cc1ccc(C)c(NC2=NC3(CCCCC3)N=C(N)N2)c1	9	4	-1	-0.8	-6	-2	-4	-13	0.7
N#CCCSc1nc(N2CCOCC2)c2c(c1C#N)CCCC2	35	8	7	0.5	-34	34	4	27	-1.0
CN(Cc1nnc(SCC(=O)NCCc2ccccc2)n1C)S(=O)(=O)c1ccccc1	20	9	1	-0.8	8	6	-1	12	0.3
COc1ccccc1N(CC(=O)NCc1cccnc1)S(C)(=O)=O	-7	16	-2	0.2	21	7	-8	-8	-0.3
CCCCCCc1nc2ccccc2c(=O)n1NC(=O)c1c(O)c2c(n(CC(C)C)c1=O)CCCC2	20	10	-3	0.8	3	17	11	41	0.8
Cc1cccc(N(CC(=O)Nc2c(C)n(C)n(-c3ccccc3)c2=O)S(C)(=O)=O)c1	-2	6	-3	0.2	-16	17	-5	21	-1.7
COc1cccc(NC(=O)Nc2ccccc2SC)c1	-6	5	9	-1.5	-26	12	-8	-26	-1.5
CC(=O)c1ccc(OC(=O)c2cc3ccccc3oc2=O)cc1	-5	4	0	0.8	-13	18	13	28	-0.2
CSc1ccc(/C=N/NC(=O)CN2CCN(Cc3ccc(C)cc3)CC2)cc1	19	9	2	1.3	-34	24	-3	-9	2.6
O=C(CSc1ncnc2nc[nH]c12)c1ccc([N+](=O)[O-])cc1	18	8	/	0.7	25	16	-11	-18	0.1
CSC1=NCCN1C(=O)c1ccc(S(=O)(=O)N(C)C)cc1	1	15	2	1.1	12	7	0[fluorescence artefact?]	10	1.0
Cc1nn(-c2ccccc2)c(N2CCCC2)c1/C=N/NC(=S)Nc1cc(C(F)(F)F)ccc1Cl	4	10	-1	0.7	24	19	-7	23	0.6
CC[C@H](CO)Nc1nc(Nc2cccc(Cl)c2)c2ncn(C(C)C)c2n1	83*	21	/	/	/	15	2	6	/
CC(=O)Nc1ccc(N2C(=O)CC(c3ccccc3)CC2=O)cc1	1	3	1	-0.2	10	-1	-3	10	3.7
Brc1ccc2ncnc(NCc3cccnc3)c2c1	51	9	/	1.6	8	2	7	18	0.1
Cc1c(-n2cc(C(=O)c3cc(F)ccc3O)cc(C#N)c2=O)c(=O)n(-c2ccccc2)n1C	6	7	-2	1.4	-19	8	-11	27	3.2
CCOC(=O)CNC(=O)c1ccc(C#CC2(O)CCCCC2)cc1	-2	9	1	0.8	6	15	-24[fluorescence artefact?]	-11	2.3
CCOC(=O)c1c(NC(=S)N2CCOCC2)sc2c1CCN(C(=O)OCC)C2	41	9	/	-0.9	-58	25	-6	29	-0.2
CS(=O)(=O)NCCSCc1ccccc1	-20	12	1	-0.1	-5	0	6[fluorescence artefact?]	12	0.4
CCNc1nc(OCC)nc(N2CCC(Cc3ccccc3)CC2)n1	-9	9	4	0.5	-14	18	5	47	1.4
Oc1ccccc1/C=N/n1c2ccccc2c2ccccc21	33	-7	-1	-0.9	10	1	-3	27	-2.3
Cc1ccc(-c2nc3c(c(=O)c4ccccc4n3C)c(=O)n2Cc2ccco2)cc1	22	7	/	-0.3	-3	8	3	29	-1.7
COc1ccc2[nH]c(C(=O)NCCN3CCOCC3)cc2c1	11	4	/	1.1	6	9	-2	-5	1.1
Cc1ccc(C(=O)C[n+]2cc(-c3ccccc3)n3c2CCCCC3)cc1	24&-16	4&9	56*	0.0&0.7	-60&-53	10&48	-4&9	4&-1	0.3&3.2
CN(c1ccccc1)S(=O)(=O)c1ccc(C(=O)Nc2nnc(C3=COCCO3)o2)cc1	-3	5	5	0.1	17	19	-20	18	0.4
COc1ccc(N(C)C2=NS(=O)(=O)c3ccccc32)cc1	-7	10	10	1.3	24	21	3	-1	4.8
CC(C)C[C@H](NC(=O)c1nc[nH]c1C(=O)N1CCN(C(=O)OC(C)(C)C)CC1)C(=O)OCc1ccccc1	50	6	-2	0.4	18	13	-11	8	-3.7
Cc1c(Cl)ccc2c(C(=O)NC(C)c3ccncc3)cc(-c3ccncc3)nc12 (configuration not stated)	79*	12	5	0.3	1	36	-7	6	0.6
Cc1cc(NC(=O)CCCC(=O)NCc2cccs2)no1	-15	4	-6	0.9	-4	-6	0	-5	0.6
CC(C)CN(C(=O)COC(=O)C12CC3CC(CC(O)(C3)C1)C2)C1CCS(=O)(=O)C1 (configuration not stated)	36	9	-2	0.3	-4	13	-4	-33	-0.6
Cc1ccc(C(=O)OCC(=O)Nc2ccc(S(N)(=O)=O)cc2)c(O)c1	6	9	/	1.6	21	-2	-4	-30	3.8
O=C(NCCO)C(c1ccccc1)c1ccccc1	-8	11	-7	0.6	3	3	7	15	0.5
S=C(Nc1ccc(Cl)c(Cl)c1)NC1CCCCC1	103*	-1	-1	11	14	16	5	-30	18
Cc1c(/C=N/NC(=O)CNc2ccccc2)c2ccccn2c1C(=O)c1ccc(Cl)cc1	44	9	-6	0.8	25	13	-2	-20	0.8
O=C(Nc1nnc(COc2ccccc2)s1)C1CCN(S(=O)(=O)c2ccc(Cl)cc2)CC1	80*	9	-6	0.8	-9	9	-5[fluorescence artefact?]	12	0.4
Cc1ccc(NC(=O)Nc2cc(C)on2)cc1	-14	2	6	0.8	-3	20	-3	-3	0.8
Cc1occc1C(=O)N/N=C/C1=C(N2CCOCC2)C(=C\c2ccc(Cl)cc2Cl)/CC1	-2	4	6	0.2	2	33	15[fluorescence artefact?]	-33	-0.7
Cc1nc2ccccn2c1C(=O)N/N=C/c1ccccc1[N+](=O)[O-]	-11	9	0	0.1	1	17	11	-19	0.5

# The results go on:
mol	CHOP inh	EP2 antag	NPY Y1 blocker	TRPML3 agonist	NPY-Y1 PAM-ag	PPC-1+TRAIL kill	14-3-3 Bad PPI	EP2 modulator	zfTRPN1 agonist
Cc1ccnc(NC2CCCCC2)c1	-10	9	-2	0.8	4	3	-4	4	-1.1
CCOC(=O)C1CCN(Cc2ccccc2C)CC1	21	0	1	1.2	1	1	65[fluorescence artefact?]	17	-1.7
Cc1ccc(CN2CCN(Cc3c(C)nn(C(C)C)c3C)CC2CCO)o1 (configuration not stated)	17	3	2	1.2	-5	-12	-17	1	1.4
Fc1ccc(Cn2ccc(-c3cnc(-c4ccccc4)s3)n2)cc1	80*	9	-1	-0.3	-9	3	10	-27	-0.9
O=C(Cn1c2[n+](c3ccc(C(F)(F)F)cc31)CCCCC2)Nc1c(F)cccc1F	-11	4	1	0.5	7	19	-10	19	-1.6
CCN(CCCNC(=O)c1[nH]c(C)c(C(C)=O)c1C)c1ccccc1	21	9	-2	1.8	15	35	-3	-18	2.3
CN(C(=O)CCc1nnc(Cc2ccc(-c3ccccc3)cc2)o1)C1CCOCC1	18	8	1	2.2	16	-2	-6	-40	1.1
COc1ccc(C(C)C)cc1S(=O)(=O)N1CCN(c2ccccc2)CC1	53	5	1	0.6	-4	14	-5	-20	1.0

# Screens deposited in PubChem by several laboratories.

# The list is partial; the hit share may differ from the screen's.
